# 12-hLO inh = 12-hLO (ALOX12) enzyme inhibition. AID 1452. Potency, µM (series often up to 57.1 µM), for the others: top-dose activity change, negative = inhibition, hits mostly inhibitors. purified 12-hLO, xylenol orange hydroperoxide absorbance. 150,000 compounds, 0.12% hits; also: potency is read from the fitted curve at half-maximal effect; nearly all actives have a fitted effect of over 55% in size; many of its hits are not listed in these tables
# Target sequence (P18054 whole entry, looked up): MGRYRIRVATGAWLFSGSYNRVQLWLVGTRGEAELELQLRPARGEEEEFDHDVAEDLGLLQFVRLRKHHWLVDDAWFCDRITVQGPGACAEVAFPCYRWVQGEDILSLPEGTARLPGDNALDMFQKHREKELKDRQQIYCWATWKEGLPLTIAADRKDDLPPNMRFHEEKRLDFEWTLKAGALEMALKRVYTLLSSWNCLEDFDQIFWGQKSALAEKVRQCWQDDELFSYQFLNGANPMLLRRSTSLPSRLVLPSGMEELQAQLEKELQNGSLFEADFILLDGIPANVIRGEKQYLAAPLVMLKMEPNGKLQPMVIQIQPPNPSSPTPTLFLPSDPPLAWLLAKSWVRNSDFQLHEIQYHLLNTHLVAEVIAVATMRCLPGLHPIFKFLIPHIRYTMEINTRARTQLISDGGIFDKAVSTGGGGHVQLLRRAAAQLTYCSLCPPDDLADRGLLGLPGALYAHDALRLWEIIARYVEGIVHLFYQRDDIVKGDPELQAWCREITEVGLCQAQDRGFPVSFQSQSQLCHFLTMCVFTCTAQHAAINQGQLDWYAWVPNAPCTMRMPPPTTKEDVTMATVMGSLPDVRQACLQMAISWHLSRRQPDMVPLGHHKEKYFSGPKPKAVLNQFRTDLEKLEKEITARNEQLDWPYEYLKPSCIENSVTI
#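 Purified human 12hLO (150 nM final) was preincubated with compounds for 15 min at room temperature in 25 mM Hepes pH 7.0, 0.01% Triton X-100, then reacted with 40 uM arachidonic acid for 30 min. Hydroperoxide was detected with ferrous iron/xylenol orange.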
# PNC inhibitor = inhibitors of perinucleolar compartment assembly; PC3M PTB-GFP, PNC prevalence imaging, 16 h; stronger effect = lower value; 140,000 compounds, 3.1% hits; activity change (PNC), negative = inhibition, % at 10 µM;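 active = readout at or below -70, meaning at least 70% loss of cells showing the perinucleolar compartment, a nuclear body marking cancer cells; inconclusive = readout between -30 and a set limit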;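 also: plate controls were DMSO wells for no effect and camptothecin positive control wells for full effect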
#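 Read-out is percentage of cells bearing a perinucleolar compartment, from automated 20x imaging of fixed, Hoechst-stained PC3M PTB-GFP cells. Cells were seeded 4 h, then exposed 16 h to compound (23 nl of library stock) in duplicate plates.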
# IMPase inh = membrane-permeable compound that blocks inositol monophosphatase | P97697 | CHO-M1 cells, IP1 accumulation, HTRF TR-FRET ratio | inhibition (IP1 accumulation), % at 46.1 µM | 120,000 tested, under 10 active | AID 901; active = well fitted curve in the direction sought with a large enough effect in the signal ratio, not every such curve was filed as active; inconclusive = small, poorly fitted or top-dose-only effect, or a change in a side signal; inactive = no such curve, though single readings can be large or run the other way; the % refers to the signal ratio;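 also: cells stimulated with carbachol in lithium chloride buffer; plate controls were DMSO basal wells for no effect and reference inhibitor wells for full effect; higher means more IMPase inhibition seen as more IP1 and lower FRET ratio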
# Target sequence (P97697 whole entry, looked up): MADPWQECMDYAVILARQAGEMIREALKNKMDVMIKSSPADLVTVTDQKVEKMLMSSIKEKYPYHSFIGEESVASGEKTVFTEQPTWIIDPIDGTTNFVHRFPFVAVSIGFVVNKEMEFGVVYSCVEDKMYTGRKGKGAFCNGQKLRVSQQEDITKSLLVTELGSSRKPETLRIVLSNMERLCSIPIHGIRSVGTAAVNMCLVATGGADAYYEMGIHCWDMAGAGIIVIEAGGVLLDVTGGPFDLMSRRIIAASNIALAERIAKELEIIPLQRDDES
#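 Measured: the HTRF emission ratio (665/620 nm) plus the 620 nm donor channel, each fitted to the Hill equation to give AC50. Cells were CHO-M1 given compounds up to 46 uM and a 30 min carbachol stimulation at 37C.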
# 15-hLO-2 inh = blocks human 15-lipoxygenase 2 activity; purified 15hLO-2, xylenol orange hydroperoxide absorbance; 110,000 compounds, 0.56% hits; Potency, µM (highest dose often 57.1 µM), for inactives: at the top dose activity change, negative = inhibition, hits mostly inhibitors; O15296; AID 881; also: potency is read from the fitted curve at half-maximal effect; nearly all actives have a fitted effect of over 60% in size; many of its hits are not listed in these tables
#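 Enzyme 50 nM, AA 45 uM, 25 mM Hepes pH 7.5 + 0.01% Triton X-100; cpd preinc 15 min RT, rxn 90 min RT; stop/detect with 200 uM XO + 300 uM Fe(II) in 50 mM H2SO4, 30 min; A573/A405.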
# Numbers without * were called inactive; ? = inconclusive; . = no result given; [ ] = another dose, or the depositor's remark. Unless noted, calls follow the shape of the dose curve; as a rule, active = well fitted curve in the direction sought with a large enough effect; inconclusive = small, poorly fitted or top-dose-only effect, or another doubt; inactive = no such curve, though single readings can be large; an effect the other way counts as inactive or inconclusive. Unless noted, % is scaled to controls: 0 for no effect and ±100 for the full control effect. This is a subset; the hit share may differ from the screen's.
SMILES | 12-hLO inh | PNC inhibitor | IMPase inh | 15-hLO-2 inh
CCCCNC(=O)Nc1nnc(-c2ccccc2)o1 | -10% | 17 | -1 | 2%
Cc1ccc(OCC(=O)N/N=C/c2cn[nH]c2-c2ccc(Cl)c(Cl)c2)cc1 | -9% | -1 | -2 | -8%
CCOC(=O)c1cnc2ccc(Br)cc2c1NCCO | -1% | -26 | 19 | 0%
COc1ccc(-c2csc3nc(C)n(-n4cccc4)c(=O)c23)cc1OC | 2% | ? | 2 | -8%
O=C(/C=C/c1ccco1)Nc1cccc2cccnc12 | -6% | ? | . | .
COC(=O)Cc1ccc(NC(=S)NCC(C)C)cc1 | -1% | 68 | . | .
CCCCC(c1nnnn1CC1CCCO1)N1CCN(Cc2ccccc2)CC1 (stereo not given) | 2% | -100* | 2 | .
CC1(C)CC(=O)C2=C(C1)NC(SCC(N)=O)=C(C#N)C21CCCCC1 | -2% | 11 | 1 | -7%
CC(C)CC(NC(=O)C(NC(=O)OC(C)(C)C)C(C)C)C(=O)N1CCCC1C(N)=O (stereo not given) | 0% | -5 | 2 | -1%
CCOc1ccc2nc(NCCCNS(=O)(=O)c3ccc(C)cc3)c(C#N)cc2c1 | -1% | ? | ? | .
O=C(Nc1cccc(F)c1)OC(CN1CCCCC1)C(F)(F)F (stereo not given) | 5% | -13 | 10 | 12%
CC(=O)Nc1cccc(NC(=O)c2cc3ccccc3o2)c1 | 5% | -27 | 5 | 1%
CCCC(C(=O)N1CCOCC1)N1C(=O)C2C3C=CC(C3)C2C1=O (stereo not given) | 0% | ? | 2 | 12%
CC(=NCCN1CCN(C(C)=C2C(=O)c3ccccc3C2=O)CC1)C1=C(O)CC(C)(C)CC1=O | 3% | ? | . | .
O=C(CSc1nc2[nH]ncc2c(=O)[nH]1)NCc1ccccc1 | 3% | 2 | . | .

SMILES | 12-hLO inh | PNC inhibitor | IMPase inh | 15-hLO-2 inh
Cc1ccc(N2CCN(C(=O)c3ccccc3NC(=O)/C=C\C(=O)O)CC2)cc1 | -11% | 21 | 2 | -6%
O=C(/C=C/C(=O)Oc1ccccc1C(=O)O)Oc1ccccc1C(=O)O | 3% | . | . | -2%
c1ccc(Oc2cccc(CN3CCCCC3)c2)cc1 | 6% | -28 | 14 | 13%
COc1ccc(-c2noc(CN3C(=O)c4ccccc4C3=O)n2)cc1 | 1% | ? | -1 | -3%
Cc1cc(NC(=O)NC2CCCN2S(=O)(=O)c2ccc(Cl)cc2)no1 (stereo not given) | -10% | 51 | -5 | -3%
CCN(C(=O)CCCC(=O)N(CC)c1ccccc1)c1ccccc1 | -3% | 20 | . | .
COc1ccccc1NC(=O)CN(c1ccccc1F)S(C)(=O)=O | -2% | 12 | 0 | 0%
Cc1ccc(CNC(=O)NC23CC4CC(CC(C4)C2)C3)cc1 | 3% | 26 | . | .
CCOC(=O)c1cnn(-c2ncnc3c2oc2ccccc23)c1N | 5% | 3 | -1 | 3%
c1ccc(Oc2cccc(OCCCn3cncn3)c2)cc1 | 1% | 27 | 14 | 14%
COc1cc(-c2nc3c(c(C)nn3-c3ccccc3)c3cc(OC)c(OC)cc23)ccc1O | -5% | -109* | 4 | -20%
COc1ccc2ccccc2c1C(O)c1nccn1C (stereo not given) | -1% | 14 | 4 | 7%
COc1ccc(NC(=O)C(C)SCc2ccccc2)cc1OC (stereo not given) | 1% | ? | . | .
Cc1ccccc1NC(=O)Cn1nnc(-c2ccc(N3CCOCC3)cc2)n1 | -6% | 9 | 3 | -26%
COc1ccccc1CNC(=O)CCNS(=O)(=O)c1cccc2nsnc12 | 6% | -14 | 6 | 6%

SMILES | 12-hLO inh | PNC inhibitor | IMPase inh | 15-hLO-2 inh
O=C(NCc1ccc2c(c1)OCO2)C1CCCN(C(=O)c2ccc(Cl)cc2)C1 (stereo not given) | -9% | 4 | -3 | 2%
CCN1C(=O)/C(=C\c2nc3ccccc3c(=O)n2-c2ccccc2)c2ccccc21 | -1% | 105 | . | .
CC(C)C(NC(=O)C1CCCCC1)C(=O)NC1CCN(Cc2ccccc2)CC1 (stereo not given) | -2% | 39 | -6 | -5%
Cc1cc(N=Cc2cc(Br)ccc2O)no1 | -4% | ? | 5 | -2%
O=C(O)Cn1nnn(-c2ccccc2)c1=S | -5% | ? | -2 | -7%
O=S(=O)(NCCSc1ccccc1)c1cccs1 | 3% | 44 | 1 | -7%
O=C(CSc1nc2ccccc2o1)Nc1nncs1 | 1% | 33 | -3 | -7%
Cc1ccccc1C(=O)Nc1nc2n(n1)C(c1ccccc1)CC(=O)N2 (stereo not given) | -1% | -22 | -1 | -3%
COc1ccc(-n2c(SCC(=O)N3CCCCC3)nc(O)cc2=O)cc1 | -14% | 33 | -6 | -2%
COc1ccc(Cc2nc3c4c(ncn3n2)Oc2ccc3ccccc3c2C4c2ccc(OC)c(OC)c2)cc1 (stereo not given) | 0% | 4 | -4 | .
Cc1c(NC(=O)CN2CCCc3ccccc32)c(=O)n(-c2ccccc2)n1C | -4% | -21 | 7 | -1%
CCC(=O)Nc1ccc(NC(=S)NC(=O)c2cc3ccccc3o2)cc1 | 1% | 0 | . | .
Cc1cc(C)c(C(=O)CSC2=NC(N)=C(C#N)C3(CCCCC3)C2C(N)=O)cc1C (stereo not given) | -8% | ? | 6 | -9%
CSc1nnc([C@H](C)NC(=O)OC(C)(C)C)o1 | -2% | 13 | -5 | 5%
CC1=C/C(=N\OS(=O)(=O)c2ccccc2)C(C)=CC1=O | -1% | -3 | 21 | -10%

SMILES | 12-hLO inh | PNC inhibitor | IMPase inh | 15-hLO-2 inh
O=C(N/C(=N\O)c1ccccc1)Nc1ccc(Cl)cc1 | 1% | 7 | 19 | 1%
CCOC(=O)CSc1nnc(Cc2ccccc2)n1Cc1ccco1 | -6% | 33 | 1 | 5%
CCCCc1nc2ccccc2c(N)c1CCC (tested in a mixture with another compound) | ? | -1 | 9 | .
COc1ccccc1N1CCN(C(=O)/C=C/c2ccc(C)cc2)CC1 | 1% | 40 | . | .
Cc1c(/C=N\NC(=O)C2COc3ccccc3O2)c2ccccc2n1C (stereo not given) | 2% | -111* | 6 | .
CCN(CC)S(=O)(=O)c1ccc(NC(=O)CN(c2cccc(C)c2)S(C)(=O)=O)cc1 | 1% | 9 | -4[0.369 µM] | .
COc1ccc2c(c1)c(C(=O)CN1CCC(C(N)=O)CC1)c(C)n2C | -4% | 4 | 6 | -14%
COC(=O)[C@H](Cc1ccccc1)NC(=O)N1CCCCC1C (stereo not given in full) | -2% | -5 | -6 | 6%
CCS(=O)(=O)N1CCCC(C(=O)NCCc2ccc(OC)c(OC)c2)C1 (stereo not given) | 5% | 10 | -2 | 6%[2.29 µM]
Cc1cc(/C=C(/C#N)C(=O)Nc2ccc(Cl)cc2)c(C)n1-c1cccnc1 | 0% | -3 | . | .
COc1ccccc1NC(=O)C(CC=C(Cl)Cl)C(C)=O (stereo not given) | -22% | ? | 7 | -6%
C=CCNC(=O)c1ccccc1NC(=O)Cc1ccccc1[N+](=O)[O-] | -1% | 29 | 2 | .
COc1ccccc1[C@@H]1C(c2ccc(F)cc2)=NN(c2ccccc2)[C@H]1C(=O)N1CCOC1=O | -5%[0.00818 µM] | -5 | . | -10%[0.0915 µM]
O=C(Nc1cnc2sccn2c1=O)c1ccc(Cl)cc1Cl | 6% | -11 | -11 | -7%
Cc1nc2c(=O)n(C)c(=O)[nH]c2n1Cc1ccccc1 | 2% | -1 | -4 | -4%

# Shown with values under each structure: entries from further up.
# Sequence of screens – 12-hLO inh	PNC inhibitor	IMPase inh	15-hLO-2 inh
> O=C(Nc1cnc2sccn2c1=O)c1ccc(Cl)cc1Cl
→ 6%	-11	-11	-7%
> CCS(=O)(=O)N1CCCC(C(=O)NCCc2ccc(OC)c(OC)c2)C1 (stereo not given)
→ 5%	10	-2	6%[2.29 µM]
> Cc1nc2c(=O)n(C)c(=O)[nH]c2n1Cc1ccccc1
→ 2%	-1	-4	-4%
> Cc1c(/C=N\NC(=O)C2COc3ccccc3O2)c2ccccc2n1C (stereo not given)
→ 2%	-111*	6	.
> Cc1cc(/C=C(/C#N)C(=O)Nc2ccc(Cl)cc2)c(C)n1-c1cccnc1
→ 0%	-3	.	.
> CCN(CC)S(=O)(=O)c1ccc(NC(=O)CN(c2cccc(C)c2)S(C)(=O)=O)cc1
→ 1%	9	-4[0.369 µM]	.

# Later entries.
SMILES | 12-hLO inh | PNC inhibitor | IMPase inh | 15-hLO-2 inh
CCc1ccc(N(C(C)=O)C2C=CS(=O)(=O)C2)cc1 (stereo not given) | 1% | 11 | -5[1.84 µM] | 14%[11.4 µM]
C=CCn1c(Oc2cc(C)ccc2C)nc2c1c(=O)n(C)c(=O)n2C | 0% | 58 | 5 | 14%
CCN(CC)S(=O)(=O)c1cccc(C(=O)NC(C(=O)NC2=NCCS2)C(C)C)c1 (stereo not given) | -3% | -116* | -4 | 2%
COc1ccc(-c2nc3n(c(=O)c2C#N)CCCS3)cc1 | -1% | ? | 1 | 8%
Cc1ccc(S(=O)(=O)N(C(=O)c2ccco2)c2cc3sc(=O)oc3c3ccccc23)cc1 | ? | 2 | . | .
CC(C)N(CCNC(=O)C1CCC(=O)N1Cc1ccc(F)cc1)Cc1ccccc1 (stereo not given) | 1% | 41 | 3 | -2%
CC(C)(C)c1ccc(OCCC(=O)Nc2cccc(S(=O)(=O)N3CCCCC3)c2)cc1 | -2% | 38 | . | .
CN(C)S(=O)(=O)c1ccc(C(=O)NCCOc2ccccc2)cc1 | -2% | 3 | 2 | 1%
Cn1c(SCC(=O)NC2CCCCC2)nnc1-c1cc2ccccc2o1 | 8% | 38 | 7 | 6%
NC(=O)c1ccc(-n2nnnc2SCC(=O)Nc2ccccc2-c2ccccc2)cc1 | -3% | ? | 6[1.84 µM] | -3%[11.4 µM]
CCCCOc1cccc(NC(=O)CSc2nncn2C)c1 | 3% | 21 | . | .
OC(COc1ccccc1Cl)CN1CCN(CC(O)COc2ccccc2Cl)CC1 (stereo not given) | -2% | 9 | 11 | 26%
CC(=O)NCC(=O)OCc1ccc([N+](=O)[O-])cc1 | -2% | 20 | . | .
O=C(CSc1nc2ccccc2s1)Nc1ccc2c(c1)oc1ccccc12 | -4% | 31 | . | .
COc1cccc(Oc2nnnn2-c2ccccc2)c1 | -11% | -9 | 4 | 2%
S=C(Nc1ccc(Cl)cc1)N1CCCCC1 | -2% | 18 | . | .

# Molecules above with an NH in an aromatic ring (3):
SMILES | 12-hLO inh | PNC inhibitor | IMPase inh | 15-hLO-2 inh
Cc1ccc(OCC(=O)N/N=C/c2cn[nH]c2-c2ccc(Cl)c(Cl)c2)cc1 | -9% | -1 | -2 | -8%
O=C(CSc1nc2[nH]ncc2c(=O)[nH]1)NCc1ccccc1 | 3% | 2 | . | .
Cc1nc2c(=O)n(C)c(=O)[nH]c2n1Cc1ccccc1 | 2% | -1 | -4 | -4%
